# TSHR antagonist – human thyrotropin receptor antagonism; TSHR-expressing cells, TSH-stimulated cAMP HTRF, 2 h; hits give low values; activity change, negative = inhibition, % at 11.5 µM; 330,000 compounds, 0.2% hits; AID 504810;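 active = activity change below a set negative limit, meaning inhibition stronger than a set level, cut at about -70% in these data; inconclusive = activity change between two set negative limits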; also: % is scaled to controls: 0 for no effect and ±100 for the full control effect
#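 Inhibition of cAMP made by TSHR-expressing cells under TSH stimulation (4nM final, EC80; 2 h, 37 deg C) is quantified with a one-step lysis HTRF kit, anti-cAMP cryptate versus cAMP-d2.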
# hERG WT inh – KCNH2 (human, wildtype) channel inhibition; activity change, % at 1.84 µM; U2OS, BacMam KCNH2, thallium flux FluxOr; hits give low values; 340,000 compounds, 0.37% hits;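 active = maximum activity change below -70%; inconclusive = maximum activity change between -70% and -50%; inactive = maximum activity change above -50%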; also: % is scaled to controls: 0 for no effect and ±100 for the full control effect
# Target sequence (Q12809 whole entry, looked up): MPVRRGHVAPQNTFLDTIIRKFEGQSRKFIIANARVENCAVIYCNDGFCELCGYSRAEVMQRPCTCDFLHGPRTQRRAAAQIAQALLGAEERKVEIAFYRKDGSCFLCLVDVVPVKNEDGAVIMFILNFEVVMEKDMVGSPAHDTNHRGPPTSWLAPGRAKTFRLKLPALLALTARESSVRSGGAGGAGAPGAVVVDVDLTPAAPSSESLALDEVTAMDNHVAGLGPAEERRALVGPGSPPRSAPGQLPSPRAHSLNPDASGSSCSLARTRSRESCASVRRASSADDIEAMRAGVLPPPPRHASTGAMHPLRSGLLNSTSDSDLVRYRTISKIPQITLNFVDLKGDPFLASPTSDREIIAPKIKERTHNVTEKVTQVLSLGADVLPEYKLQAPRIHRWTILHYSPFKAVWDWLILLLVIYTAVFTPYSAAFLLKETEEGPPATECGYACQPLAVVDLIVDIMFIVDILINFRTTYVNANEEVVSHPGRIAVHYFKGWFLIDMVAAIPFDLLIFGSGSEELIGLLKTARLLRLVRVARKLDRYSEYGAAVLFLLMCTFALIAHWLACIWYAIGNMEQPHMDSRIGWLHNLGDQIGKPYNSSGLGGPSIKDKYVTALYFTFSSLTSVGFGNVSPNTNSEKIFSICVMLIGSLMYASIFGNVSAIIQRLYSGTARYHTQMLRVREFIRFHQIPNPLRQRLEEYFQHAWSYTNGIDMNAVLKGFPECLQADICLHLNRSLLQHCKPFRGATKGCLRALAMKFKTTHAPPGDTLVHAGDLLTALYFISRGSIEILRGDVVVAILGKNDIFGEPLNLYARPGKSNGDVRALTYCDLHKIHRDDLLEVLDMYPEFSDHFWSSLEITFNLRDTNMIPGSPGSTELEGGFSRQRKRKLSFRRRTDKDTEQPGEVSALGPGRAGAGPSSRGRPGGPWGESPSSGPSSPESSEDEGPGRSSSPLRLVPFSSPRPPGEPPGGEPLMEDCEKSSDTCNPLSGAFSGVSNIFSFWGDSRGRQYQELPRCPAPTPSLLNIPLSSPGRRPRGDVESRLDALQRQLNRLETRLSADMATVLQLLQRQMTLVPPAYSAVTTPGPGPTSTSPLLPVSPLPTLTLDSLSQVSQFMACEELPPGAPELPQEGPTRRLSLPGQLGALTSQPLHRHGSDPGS
#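 U2OS cells transduced with wild-type KCNH2 virus are loaded with FluxOr dye for 45 min, and thallium flux is measured in kinetic reads before and after stimulation buffer. Rate constants are normalized to DMSO controls.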
# KCNH2 3.1 inh – inhibitors of human KCNH2 3.1 potassium channel isoform | activity change, % (tested at about 1.8 µM) | U2OS KCNH2 3.1, thallium flux FluxOr; hits give low values | 340,000 compounds, 0.95% hits;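 active = maximum activity change below -70%; inconclusive = maximum activity change from -70% to -50%; inactive = maximum activity change above -50%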;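 also: thallium influx rate constant from kinetic fluorescence after stimulation buffer; % is scaled to controls: 0 for no effect and ±100 for the full control effect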
#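 We transduce U2OS cells with the mutant 3.1 virus, culture them overnight, load FluxOr with Red40 quencher for 45 min, then add stimulation buffer and read kinetically for 2 min to derive a normalized rate constant.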
# TCR activator – activators of T cell receptors; primary human leukocytes, anti-CD3, IL-2 HTRF, 48 h; Potency, µM (titrated, usually from 9.22 µM), for inactives: at the top dose activation of IL-2 secretion, most hits filed as activators; 330,000 tested, under 10 active; also: % of control where 0% means no effect
#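 Using a-CD3 beads without co-stimulation, primary human leukocytes were exposed to compounds for 48 hr. An HTRF IL-2 kit measured the cytokine, with europium-to-d2 energy transfer producing emission at 665nm upon 320nm excitation.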
# ELG1 repair inh – ELG1-dependent DNA repair inhibition; AID 504467; HEK293T ELG1-luciferase reporter, luminescence, 16 h; DNA damage induced by 5-fluorouridine; 330,000 compounds, 2.3% hits; Potency, µM (highest dose often 46.1 µM), without a hit: at the top dose activity change, negative = inhibition, actives largely listed as inhibitors; also: potency is read from the fitted curve at half-maximal effect; % is scaled to controls: 0 for no effect and ±100 for the full control effect; nearly all actives have a fitted effect of over 55% in size
#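 Overnight (16 hr) co-exposure of 2,000 cells/well to 5-fluorouridine and compound at 37 °C preceded detection. Luciferase was quantified via ONE-Glo luminescence; loss of signal denotes inhibition.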
# USP2a block – USP2a (human) protease inhibition | O75604 | USP2 core, Ub-CHOP2 coupled fluorogenic reporter, 485/531 | Potency, µM (doses to about 38.3 µM), for inactives: top-dose activity change, negative = inhibition, most hits filed as inhibitors | 330,000 compounds, 0.01% hits;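 also: potency is read from the fitted curve at half-maximal effect; plate controls were DMSO wells for no effect and full inhibition by NEM control for full effect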
#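 Cell-free coupled assay: 10nM USP2 core preincubated 30min RT with compound in Tris-HCl pH 8.0/CaCl2/CHAPS buffer, then 25nM Ub-CHOP2 and 25nM reporter substrate; fluorescence (Ex 485/Em 531) read after 60min RT, normalized to NEM inhibition, concentration-response curves fitted.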
# Mito fusion yeast – mitochondrial division inhibition or fusion activation | 320,000 compounds, 0.23% hits | Potency, µM (highest dose often 46.1 µM), inactives show at the top dose growth rescue (activation), hits mostly activators | AID 485298 | S. cerevisiae fusion-defective mutant growth rescue, CellTiterGlo 48 h;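 also: potency is read from the fitted curve at half-maximal effect; % of control where 0% means no effect; nearly all actives have a fitted effect of over 45% in size; temperature-sensitive fusion mutants such as fzo1-1 at 37 °C on non-fermentable ethanol glycerol medium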
#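 Read-out: ATP-based luminescence (CellTiterGlo, 10 min ambient) reporting growth of fusion-defective ts yeast after 48 hours at 37C on glycerol/ethanol YPEG medium in the presence of compound.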
# TRPV1 agonist – agonists of human vanilloid receptor 1 (TRPV1) | Q8NER1 | TRPV1-expressing cells, Fluo-8 calcium influx, agonist mode | activation, % at 8.33 µM | 320,000 compounds, 0.19% hits | AID 540275; in the data active = activation above about 80%; inconclusive = between about 30% and that limit; also: 0% is about no effect
#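 TRPV1-expressing cells were cultured overnight at 35.5C and loaded with Fluo-8 calcium dye for 40 to 90 min at room temperature. After a 10 s baseline, compound was added and calcium influx was read kinetically for 3 min (ex 480/em 520 nm).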
# Eya2 inh – blocks the phosphatase activity of human Eya2; recombinant Eya2, OMFP fluorescence dephosphorylation (OMFP is methylfluorescein phosphate); Potency, µM (titrated, usually from 76.9 µM), without a hit: at the highest dose activity, negative = inhibition, actives largely listed as inhibitors; 330,000 compounds, 0.006% hits; AID 488837; also: potency is read from the fitted curve at half-maximal effect; % is scaled to controls: 0 for no effect and ±100 for the full control effect
#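 Eya2 (0.2 uM) preincubated 10 min at ambient with compound, then OMFP substrate added at 50 uM; 10 min reaction in 50 mM HEPES pH 7.5, 50 mM NaCl, 5 uM MgCl2, 0.05% BSA, 1 mM DTT. Fluorescence read at Ex 485/Em 525 nm.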
# A-T KAP1 phos – potential ataxia-telangiectasia treatments restoring KAP-1 phosphorylation; […] A-T fibroblasts, KAP-1 phosphorylation AlphaLISA; neocarzinostatin DNA damage 30 min before lysis; Potency, µM (series often up to 57.5 µM), inactives show at the highest dose activation, usual class: activators; 320,000 compounds, 0.19% hits; AID 485349; also: potency is read from the fitted curve at half-maximal effect; % of control where 0% means no effect; nearly all actives have a fitted effect of over 45% in size
#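 hTERT-immortalized A-T patient fibroblasts ([…]), 500 cells/well in OPTI-MEM, 1% FBS, got compounds for 60 min, then NCS for 30 min at 37C. Lysates were then assayed for phospho-KAP-1 by AlphaLISA (anti-pKAP1 donor, anti-KAP1 acceptor beads), 6 hr at 25C.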
# Numbers without * were called inactive; ? = inconclusive; . = not tested or not shown; [ ] = another dose, or the depositor's remark. Unless noted, calls follow the shape of the dose curve; as a rule, active = well fitted curve in the direction sought with a large enough effect; inconclusive = small, poorly fitted or top-dose-only effect, or another doubt; inactive = no such curve, though single readings can be large; an effect the other way counts as inactive or inconclusive.
# The line under a structure holds: TSHR antagonist, hERG WT inh, KCNH2 3.1 inh, TCR activator, ELG1 repair inh, USP2a block, Mito fusion yeast, TRPV1 agonist, Eya2 inh, A-T KAP1 phos
CCc1nnc(NS(=O)(=O)c2ccc(N/C=C\C(=O)c3ccc4ccccc4c3)cc2)s1
    -7, -11, -12, 4%[46.1 µM], 20%, 0%, -3%, 3, 4%, 8%
CN(C)S(=O)(=O)c1ccc(N2CCCC2)c(C(=O)N2CCN(S(=O)(=O)c3ccccc3F)CC2)c1
    1, 3, -32, 9%, 2%, -1%, -5%, 3, -37%, 0%
Cc1ccc2c(c1)C(=O)C(=O)N2Cc1ccccc1
    -7, -9, 13, -4%, -1%, 1%, ., ., 4%, -3%
O=S(=O)(c1ccc(F)cc1)N1CCc2ccccc21
    -5, 8, 4, 0%, 1%, 0%, 2%, -1, 1%, 3%
O=C(CSc1cn(Cc2ccccc2)c2ccccc12)NCc1ccc(F)cc1
    18, 1, -11, -4%, -2%, 2%, -7%, ?, 1%, -5%
CCC(C)C(NC(=O)C1CCC(C)CC1)C(=O)NC(CCSC)C(=O)OC (stereo not drawn)
    3, -8, 13, 15%, -1%, 1%, 4%, 1, 2%, -4%
CC1=NN(C(=O)c2ccc(Br)cc2)C(O)(C(F)(F)OC(F)(F)F)C1 (stereo not drawn)
    -4, 8, -12, 4%, -1%, 3%, -1%, 6, -1%, -4%
C[C@@H]1CCC[C@H](C)N1NC(=O)c1ccc(Cl)c(S(N)(=O)=O)c1
    -4, 0, -21, 3%, 0%, 0%, 2%, -3, 4%, -1%
CN(C)S(=O)(=O)N1CCC(n2nccc2NC(=O)CCCc2ccccc2)CC1
    -12, -2, -3, 3%, 4%, -1%, -5%, 6, 9%, -1%
COc1ccc2c(c1)n([O-])c1c([n+]2=O)CCC1
    -3, 7, -1, 2%, 12%, 13%, -5%, -1, ?, -3%
CC(C)Cc1nnc(NC(=O)CCC(=O)N2CCOCC2)s1
    4, -1, 2, -3%, -9%, 0%, 5%, 0, 3%, 1%
CCN(CC)S(=O)(=O)c1cccc(-c2nnc(SC(C)C(N)=O)n2CCc2ccccc2)c1 (stereo not drawn)
    -2, -5, -3, 0%, -16%, 1%, 1%, 10, -3%, .
O=C(CN1C(=O)NC2(CCCCCC2)C1=O)NC1CC1
    -5, 2, -3, 0%, 7%, 1%, 25%, 1, -4%, 1%
COc1ccc(NS(=O)(=O)c2cccc(C(=O)NNC(=O)CNC(=O)c3ccco3)c2)cc1
    11, -1, 12, 3%, 1%, 0%, 1%, -9, -4%, -11%
O=c1oc2ccccc2c(Nc2ccc3ncccc3c2)c1[N+](=O)[O-]
    -6, 42, 7, -5%[46.1 µM], 1%, 2%, -3%, 2, -5%, 9%
O=S(=O)(/C=C/c1ccccc1)N1CCc2ccccc2C1
    -2, 2, -2, 1%, -11%, 1%, 3%, 21, -7%, -9%
CCN(C(=O)CSc1nnc(-c2cccs2)o1)C1CCS(=O)(=O)C1 (stereo not drawn)
    1, 4, -5, 3%, 9%, 4%, 3%, -2, -8%, -4%
CCCNC(=O)CN(CCc1ccccc1)S(C)(=O)=O
    -7, -20, -7, -1%, 5%, 1%, -9%, 2, 3%, 3%
O=S(=O)(NCc1csc(-c2cccs2)n1)c1cccs1
    -5, 3, 6, -1%, 16%, -1%, -2%, 1, 0%, 0%
COCCNC(=O)CN(C(=O)Cn1nnc2ccccc21)c1cc(C)cc(C)c1
    35, -7, -3, 1%, 14%, -2%, -1%, 2, -15%, 3%
Cc1nc(C)c(C(=O)NNS(=O)(=O)c2ccc([N+](=O)[O-])cc2)s1
    -8, 0, 11, 8%[46.1 µM], 16%, 0%, -5%, 1, -2%, -2%
CCN(CC)C(=O)c1ccccc1NC(=O)CN1C(=O)c2ccccc2S1(=O)=O
    7, 3, -8, 8%, 9%, 0%, -7%, 1, 10%, -1%
COc1cc(-c2nc3ccc4ccccc4c3c3c2CCC3)ccc1O
    2, 8, -9, 0%[46.1 µM], 0%, -2%, ?, 17, -9%, 10%
CCOC(=O)C1(Cc2ccccc2C(F)(F)F)CCN(C2CCN(C(C)=O)CC2)CC1
    -4, 11, -1, 1%, -1%, -1%, -2%, 6, -2%, 3%
COc1cc(NC(=O)c2ccc(CNc3c(N4CCCC4)c(=O)c3=O)cc2)cc(OC)c1OC
    -10, -2, 24, -12%, 10%, -4%, -1%, 0, 18%, 24%
CC(C)CCN1CC(C(=O)N2CCN(c3ccc(F)cc3)CC2)CC1=O (stereo not drawn)
    -2, -9, -4, 1%, -8%, 1%, -2%, -1, 2%, 4%
CC1CCCCN1C(=O)COC(=O)C1CCN(S(=O)(=O)c2ccc(Cl)c(C(F)(F)F)c2)CC1 (stereo not drawn)
    -2, 5, -2, 3%, 26%, 1%, -1%, 2, 29%, 5%
CC[C@]1(C(=O)OC)[C@H]2C(=O)N(Cc3ccccc3)C(=O)[C@H]2[C@H]2CN=C(SCC3CC3)N21
    30, 4, -17, 2%[46.1 µM], 14%, -1%, ., ., 1%, 3%
CCC(NC(=O)c1ccccc1NC(=O)c1ccc(C)cc1)C(=O)O (stereo not drawn)
    -5, -8, -6, ., ?, 1%, -1%, -1, -33%, 0%
CCN1CCSc2ccc(C(=O)NCc3ccccc3C)cc21
    15, -2, 7, -6%, ?, 0%, -4%, 7, -7%, 2%
N#Cc1cnc(SCC(=O)N2CCCC2)nc1N
    -7, -1, 23, 7%, -5%, -1%, 2%, 0, 15%, 0%
CC(=O)NCC1CCCN(C(=O)c2oc3c(F)cccc3c2C)C1 (stereo not drawn)
    9, -16, -126*, -4%, 24%, 1%, -8%, 2, 1%, -7%
COc1cc(OC)c(NC(=O)CC(=O)Nc2cc(Cl)c(OC)cc2OC)cc1Cl
    6, -10, -5, ., 12%, -6%, 3%, -6, -5%, 7%
O=C(CSc1nnc(CNc2ccccc2)o1)c1ccc2c(c1)OCCO2
    -9, -3, -6, -3%, 8%, 2%, 0%, 1, 14%, 6%
O=C1CSC(c2cccs2)N1c1ccccc1 (stereo not drawn)
    -3, -4, 10, ., 13%, 1%, -7%, 1, -1%, 4%
O=C(CCc1nc(-c2ccc(F)cc2)no1)NCc1ccccc1CN1CCOCC1
    11, 1, 7, 0%[46.1 µM], -12%, 1%, ., ., -6%, 12%
O=C1C2C3C=CC(C3)C2C(=O)N1c1n[nH]c(-c2cccnc2)n1 (stereo not drawn)
    1, -3, 15, 3%, 17%, 1%, 4%, 1, 14%, -6%
COc1cccc(-n2cc3c(c2-c2ccccc2)c(=O)n(C)c(=O)n3C)c1
    -4, 4, 3, -26%, ?, 1%, 10%, -1, 11%, 11%
Clc1ccc(-c2csc(N3CCSCC3)n2)cc1
    -18, 1, 7, -4%[46.1 µM], ?, 1%, -5%, 8, -6%, 7%
C[C@@H](C(=O)Nc1ccc2ccccc2c1)[C@H]1C[C@]1(C)[C@H](NC(=O)OCc1ccccc1)c1ccccc1
    -6, -1, 8, 11%, ?, -1%, 2%, -1, 2%, 1%
COc1cccc2c1OCC(CN1CCN(C3CCCCC3)C(CCO)C1)=C2 (stereo not drawn)
    -11, -8, 2, 2%, -3%, 1%, -2%, 2, -13%, 3%
CCOC(=O)C(C)N(c1ccccc1Cl)S(C)(=O)=O (stereo not drawn)
    40, 7, 8, 6%, 3%, 1%, 4%, -4, 8%, 14%
CCN(CC)C(=O)c1nn(Cc2ccccc2)c(=O)c2ccccc12
    -6, -4, 17, 0%, -18%, -4%, -3%, 2, -24%, 0%
O=C(/C=C/c1ccco1)NCC(=O)N/N=C/c1ccccc1[N+](=O)[O-]
    1, ., -12, 2%, 25%, 0%, -1%[9.22 µM], -1, 15%, -1%
Nc1nonc1-c1nc2ccccc2n1CC(=O)N/N=C/c1ccc(-c2ccccc2C(=O)O)o1
    26, -2, -21, -9%, 6%, -4%, -10%, -3, 10%, 2%
Cc1cc(Nc2ccc(C(=O)O)cc2)n2nc(C)nc2n1
    3, 7, 9, 6%, 8%, 1%, -2%, -2, -19%, 13%
CCOC(=O)CNC(=O)C1(/C=C/c2ccccc2)CC(=O)N1c1ccc(C)cc1 (stereo not drawn)
    2, 13, 15, 2%, 2%, 3%, 6%, 2, ?, -7%
O=C(Nc1ccccc1F)c1cc(S(=O)(=O)N2CCCCC2)cs1
    -12, -12, 7, -5%, ?, 2%, 2%, 7, -3%, -4%
Cc1ccccc1N1CC(C(=O)NC2CCCC2)CC1=O (stereo not drawn)
    27, -10, 21, -4%, 4%, 1%, -3%, -5, 16%, 0%
COc1cc(/C=C/C(=O)O)cc(S(=O)(=O)N2CCN(S(=O)(=O)c3ccc(Cl)cc3)CC2)c1OC
    1, 9, -1, -1%, -4%, -2%, 2%, 1, ?, 3%
CCC(C)(C)NC(=O)c1ccc2c(c1)N(CC(=O)OC)C(=O)C(C)(C)O2
    6, -29, 6, -27%, -5%, 1%, 1%, -1, 3%, 3%

# Screening data deposited in PubChem BioAssay by National Center for Advancing Translational Sciences (NCATS).

# Only part of the results is shown; rates above refer to the full screens.
